Assay outcomes from PubChem.
MazEF act: MazEF (E. coli) toxin RNase activation; P0AE70; FAM/BHQ RNA-DNA oligo cleavage fluorescence, 5 h; activation, % at 20 µM; 350,000 compounds, 0.32% hits; AID 504720; in the data active = activation above about 50%
Target sequence (P0AE70 whole entry, looked up): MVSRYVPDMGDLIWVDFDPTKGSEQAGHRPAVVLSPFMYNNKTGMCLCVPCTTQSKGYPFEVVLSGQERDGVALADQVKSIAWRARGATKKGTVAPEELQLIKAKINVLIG
GDH-TPI inh: GDH-TPI coupled enzyme inhibition counter-screen | GDH-TPI coupled enzyme counterscreen, NADH absorbance | inhibition, % at 4.8 µM | 360,000 compounds, 1.2% hits | AID 588335; in the data active = inhibition above about 30%;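 also: 0% = DMSO wells and 100% = wells lacking the enzyme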
PrPC surface inh: reduces human prion protein on the cell surface. cell surface PrPC, TR-FRET read-out. AID 720596. P04156. 370,000 compounds, 0.43% hits. inhibition, % at 13.8 µM; in the data active = inhibition above about 24%; also: 0% = median of the test wells and 100% = reference compound wells
FBA Mtb inh: inhibitors of M. tuberculosis fructose-bisphosphate aldolase; purified M. tuberculosis FBA, fluorescence read-out; inhibition, % at 1 µM; 360,000 compounds, 2.3% hits; in the data active = inhibition above about 27%;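 also: 0% = vehicle and 100% = reference inhibitor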
Target sequence (P9WQA3 whole entry, looked up): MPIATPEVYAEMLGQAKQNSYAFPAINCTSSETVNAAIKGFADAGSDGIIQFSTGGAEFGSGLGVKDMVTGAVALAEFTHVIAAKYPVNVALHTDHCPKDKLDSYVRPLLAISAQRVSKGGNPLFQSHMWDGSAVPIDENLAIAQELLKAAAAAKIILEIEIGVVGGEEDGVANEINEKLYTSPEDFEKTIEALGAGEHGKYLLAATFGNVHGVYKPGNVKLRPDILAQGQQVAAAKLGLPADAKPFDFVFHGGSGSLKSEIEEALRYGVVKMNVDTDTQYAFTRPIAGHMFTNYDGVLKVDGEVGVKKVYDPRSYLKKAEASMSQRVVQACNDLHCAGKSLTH
Rv3671c protease: Rv3671c (M. tuberculosis) protease inhibition | 320,000 compounds, 0.048% hits | inhibition, % at 5.96 µM | AID 2606 | P9WHR9; in the data active = inhibition above about 38%;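 also: extracellular domain of Rv3671c used as enzyme; 0% = enzyme with DMSO and 100% = no enzyme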
Target sequence (P9WHR9 whole entry, looked up, the tested form may be a part): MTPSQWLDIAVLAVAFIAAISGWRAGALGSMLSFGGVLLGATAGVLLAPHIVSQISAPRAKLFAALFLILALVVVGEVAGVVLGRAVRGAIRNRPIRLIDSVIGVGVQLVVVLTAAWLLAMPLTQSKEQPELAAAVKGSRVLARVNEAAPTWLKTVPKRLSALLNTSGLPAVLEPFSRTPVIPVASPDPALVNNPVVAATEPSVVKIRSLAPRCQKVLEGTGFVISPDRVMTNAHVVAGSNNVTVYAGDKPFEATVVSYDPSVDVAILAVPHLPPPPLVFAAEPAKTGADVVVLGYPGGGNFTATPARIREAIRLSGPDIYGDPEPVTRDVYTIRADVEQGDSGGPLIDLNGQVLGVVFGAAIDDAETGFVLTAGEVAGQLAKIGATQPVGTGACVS
Mtb UGM inh: inhibitors of M. tuberculosis UDP-galactopyranose mutase | inhibition, % at 10 µM | 320,000 compounds, 0.06% hits | purified UGM, fluorescence polarization probe displacement | P9WIQ1; in the data active = inhibition above about 10%, passing the limit was not always enough; inconclusive = no clear call, values can overlap the other calls
BoNT-F LC inh: blocks Botulinum neurotoxin F light chain protease; 360,000 compounds, 0.22% hits; Multiplex microsphere protease cleavage assay, flow cytometry; AID 588497; inhibition, % at 10 µM; in the data active = inhibition above about 35%, passing the limit was not always enough; inconclusive = no clear call, values can overlap the other calls; also: plate controls were buffer without enzyme for full effect and enzyme alone for no effect
Mtb BioA inh: BioA (M. tuberculosis) enzyme inhibition; 360,000 compounds, 0.096% hits; inhibition, % at 9.99 µM; purified M. tuberculosis BioA enzyme, plate reader; in the data active = inhibition above about 40%; inconclusive = no clear call, values can overlap the other calls
FadD28 FP inh: inhibitors of Mycobacterium tuberculosis FadD28 bisubstrate binding; inhibition, % at 12.5 µM; AID 588549; 360,000 compounds, 0.22% hits; FadD28 bisubstrate probe binding, fluorescence polarization; in the data active = inhibition above about 8.5%, passing the limit was not always enough; inconclusive = no clear call, values can overlap the other calls
* hit, by the source's call; ? = inconclusive; · = no result given; & = joins results of further samples.

SMILES	MazEF act	GDH-TPI inh	PrPC surface inh	FBA Mtb inh	Rv3671c protease	Mtb UGM inh	BoNT-F LC inh	Mtb BioA inh	FadD28 FP inh
O=C(COC(=O)c1ccc2c(c1)OCCO2)Nc1ccc(F)cc1	-1	9	2	2	·	·	15	-1.8	-0.4
COc1cc(C)c(Br)cc1S(=O)(=O)NCc1ccccc1	-4	4	-6	2	-2	-2.6	4	-1.2	-1.4
CC(C)(C)c1ccc(C(=O)NC2CCN(Cc3ccccc3)CC2)cc1	6	5	0	6	1	1.9	-29	-1.2	-2.4
O=C1NC(=O)C(=CN2CCc3ccccc32)C(=O)N1	5	7	-6	-1	-28	-1.7	-4	·	-1.3
COC(=O)c1ccccc1NC(=O)CCS(=O)(=O)c1ccc(Br)s1	-3	7	-1	4	-6	4.3	1	·	-1.8
CCOc1cccc(-c2cc(C(=O)N3N=C(C)CC3(O)C(F)F)c3ccccc3n2)c1 (stereo not given)	6	-9	3	-1	-4	0.9	-1	·	-6.3
Cc1ccsc1/C=N/NC(=O)c1nnn(-c2nonc2N)c1-c1ccc2c(c1)OCO2	3	32*	-7	-4	-2	-2.6	-4	-0.7	0.1
O=C(NNC(=O)c1cc(-c2ccc(Cl)c(Cl)c2)nc2ccccc12)Nc1ccccc1	-7	7	0	0	-32	3.5	0	·	-2.4
Cc1nc2c(C(=O)NCCc3ccccc3Cl)c[nH]n2c(=O)c1Cl	-7	15	3	9	-6	3.8	-2	0.7	3.8
O=c1[nH]c(=S)[nH]c2c1C(c1ccc(F)cc1)OC(C1CCCCC1)C2 (stereo not given)	·	·	-7	0	·	·	0	4.1	-1.3
CCN(CC)c1ccc(NC(=O)COC(=O)CCC(=O)c2ccc(F)cc2)cc1	2	14	7	2	-4	2.5	-4	-0.2	-2.5
COc1ccc(CC(=O)Nc2ccc(C(=O)O)cc2NC(=O)Cc2ccc(OC)cc2)cc1	3	-1	-4	0	1	1.3	4	·	-0.4
COC(=O)c1sccc1NC(=O)Nc1ccc(Cl)c(Cl)c1	9	15	-4	3	-22	-2.2	-5	0.7	-2.4
CN1CCn2cnc(C(=O)NCc3ccccc3)c2C1=O	-1	-1	4	-1	·	·	-6	-0.7	-1.8
Cc1ccc(C)c(NC(=O)CCC(=O)NN=C2CCCC2)c1	0	2	4	0	·	-2.0	16	2.1	-2.9
OC1CCN(Cc2ccc(OCc3ccccc3)cc2)CC1	1	-9	9	1	1	-0.8	4	-0.1	-4.6
Cc1c(NC(C)c2cc(Cl)ccc2O)c(=O)n(-c2ccccc2)n1C (stereo not given)	-4	13	10	0	-8	-0.7	5	0.5	-1.0
CC1CC1C(=O)OCC(=O)Nc1cccc(F)c1 (stereo not given)	2	3	-4	2	-6	0.6	-6	1.1	-0.9
CCN(CC(=O)Nc1cc(Cl)ccc1Cl)C(=O)c1ccc(-n2cccn2)cc1	-10	6	-9	1	0	0.0	-4	-6.7	0.0
CCN(CC)CCCNC1=C(Cl)C(=O)c2ccccc2C1=O	-10	4	-51	-5	-29	1.2	1	1.2	-0.8
Cc1nc2ccc(NC(=O)Cc3ccsc3)cc2s1	-3	8	7	1	1	2.3	5	·	-2.8
COc1cccc(OCC(O)CNC(=O)c2oc3ccc(C)cc3c2C)c1 (stereo not given)	2	7	1	2	-10	3.2	1	1.5	-4.6
CC(=O)Nc1ccc(NC(=O)CSc2nnc(-c3cccs3)n2N)cc1	3	10	-4	3	1	3.2	9	-8.3	0.2
Cc1c(NC(=O)CSc2nc(-c3ccco3)cc(C(F)(F)F)n2)c(=O)n(-c2ccccc2)n1C	-3	10	-2	1	-4	0.5	-5	0.8	-0.4

Results in FBA Mtb inh, Mtb BioA inh and MazEF act (5 entries from above):
SMILES,FBA Mtb inh,Mtb BioA inh,MazEF act
Cc1ccc(C)c(NC(=O)CCC(=O)NN=C2CCCC2)c1,0,2.1,0
OC1CCN(Cc2ccc(OCc3ccccc3)cc2)CC1,1,-0.1,1
Cc1c(NC(C)c2cc(Cl)ccc2O)c(=O)n(-c2ccccc2)n1C (stereo not given),0,0.5,-4
CC1CC1C(=O)OCC(=O)Nc1cccc(F)c1 (stereo not given),2,1.1,2
CCN(CC(=O)Nc1cc(Cl)ccc1Cl)C(=O)c1ccc(-n2cccn2)cc1,1,-6.7,-10

The listing continues.
SMILES	MazEF act	GDH-TPI inh	PrPC surface inh	FBA Mtb inh	Rv3671c protease	Mtb UGM inh	BoNT-F LC inh	Mtb BioA inh	FadD28 FP inh
O=C(O)c1ccnc(Cl)c1	0	0	-3	-3	13	4.0	-5	-1.4	-1.2
COc1ccc(S(=O)(=O)Nc2cccc3c2O[C@H](CN(C)C(=O)Nc2c(C)noc2C)[C@@H](C)CN([C@H](C)CO)C3=O)cc1	5	-2	2	-1	-6	-0.5	-2	0.3&-7.7	-2.6
CCOC(=O)CCNCc1ccc(F)cc1	-2	10	3	3	4	-1.3	-5	1.9	0.5
Cc1ccc(S(=O)(=O)NC2=C(N3CCN(c4ccccc4F)CC3)C(=O)c3ccccc3C2=O)cc1	19&5	9&0	-38&-48	-4&1	2	2.9	-6&-9	1.6	-2.1&-1.5
CCOCCOC(=O)c1ccc(-n2cncn2)nc1	-2	3	1	-11	9	-0.5	-11	0.2	-0.9
CCOC(=O)C(=O)/C(C#N)=C/Nc1ccc(F)cc1	8	11	-11	0	-1	6.7	-1	0.1	0.3
COc1ccc2c(c1)OC1(C)CC2C(C(=O)c2ccccc2OC)C(=O)N1 (stereo not given)	7	-4	4	-1	-2	-0.7	0	-0.8	-3.7
COc1ccccc1C(=O)N/C(=C/c1ccc(Br)cc1)C(=O)N1CCOCC1	9	15	-12	4	·	·	4	1.4	0.4
Cc1cccc(NC(=O)CN(C)C(=O)c2ccc3ccccc3n2)c1C	1	12	3	4	·	·	-10	0.0	-1.0
Cn1nc(C(F)(F)F)c(-c2cccc(C(F)(F)F)c2)c1NC(=O)c1ccco1	2	-4	0	0	-12	-0.7	-2	1.9	-2.6
Cn1c(=O)c(S(=O)C2CCCCC2)c(O)c2ccccc21 (stereo not given)	-4	8	-5	1	5	-0.7	-19	·	-1.5
Cc1ccc(S(=O)(=O)Nc2cc(C)c(O)cc2C)cc1	4	-2	6	1	-3	5.3	2	·	-1.2

Next part, starting with the last 2 of the part before.
SMILES	MazEF act	GDH-TPI inh	PrPC surface inh	FBA Mtb inh	Rv3671c protease	Mtb UGM inh	BoNT-F LC inh	Mtb BioA inh	FadD28 FP inh
Cn1c(=O)c(S(=O)C2CCCCC2)c(O)c2ccccc21 (stereo not given)	-4	8	-5	1	5	-0.7	-19	·	-1.5
Cc1ccc(S(=O)(=O)Nc2cc(C)c(O)cc2C)cc1	4	-2	6	1	-3	5.3	2	·	-1.2
CN(C(=O)COC(=O)/C=C/c1ccc2ccccc2n1)c1c(N)n(Cc2ccccc2)c(=O)[nH]c1=O	-1	9	-12	3	-1	-1.5	3	-1.7	-2.0
CCC(/C=C1\Oc2ccc(OC)cc2N1C)=C\c1sc2ccccc2[n+]1CCCS(=O)(=O)[O-]	-652	-4	-11	-3	·	·	?	-0.6	-3.5
O=C(OCC(=O)N1CCCc2ccccc21)c1ccc(Br)o1	2	0	4	-3	0	-0.9	3	0.4	-2.1
COc1ccc(N=C2NC(=O)/C(=C\C=C\c3ccco3)S2)cc1	1	7	-1	-3	·	·	-9	-0.3	?
O=C1CSC(c2cn(-c3ccccc3)nc2-c2cc3ccccc3oc2=O)N1Cc1cccnc1 (stereo not given)	1	16	-11	4	-12	0.6	-3	7.6	1.3
Cc1cc(C)n(CCCNC(=O)Cn2nnnc2CN2C[C@@H](C)O[C@@H](C)C2)n1	12	-11	5	0	-7	1.8	5	-2.4	-0.6
O=C(COC(=O)/C=C/c1ccccc1)NNC(=O)c1ccccc1F	4	-2	3	-4	·	·	16	-0.4	-2.3
CCn1nnc(NC(=O)c2c(OC)cccc2OC)n1	13	5	2	3	4	-0.6	3	-1.6	0.7
CN(C)CCN1CCN(C2CN(Cc3ccccc3)S(=O)(=O)C2)CC1 (stereo not given)	·	·	-6	2	·	·	-4	-0.4	-2.5
Cc1cc(NS(=O)(=O)c2ccc(NC(=O)NC3CCCCC3)cc2)no1	3	8	-5	-1	-3	2.8	-5	0.5	1.0
Fc1cccc(Nc2ncnc3sc4c(c23)CCC4)c1	-3	1	5	2	-9	5.0	1	0.4	-2.9
Cc1nc(NS(=O)(=O)c2ccccc2)sc1C(=O)NN	-6	11	-1	2	7	0.9	-4	·	2.8
CC(C)(C)OC(=O)N(Cc1ccccc1)Cc1cccc(OCc2cccc(NC(=O)c3ccccc3)c2)c1	-7	7	-9	0	·	·	-3	-1.5	0.1
COC(C[C@H]1O[C@H]1[C@@H](O)[C@@H](C)OCc1ccccc1)OC	5	3	-5	1	·	·	1	1.3	-2.6
COc1cc(OC)cc(C(=O)N[C@H](C(=O)Nc2cc(F)ccc2C)C(C)C)c1	0	2	2	-1	-16	-2.1	-16	·	-1.0
CCCCCc1ccc(-c2ccc(/C=C/C(N)=O)cc2)nc1	-18	13	-8	1	0	0.3	-4	1.8	-0.4
O=C(Nc1ccc2nc([C@H]3C[C@H](O)[C@@H](CO)O3)[nH]c2c1)NC(c1ccccc1)c1ccccc1	·	4	7	0	·	·	-6	0.1	-2.0
CCN1CCN(C(=O)c2ccc(N3CC4CC(C3)c3cccc(=O)n3C4)c(NC(=O)c3cc(OC)cc(OC)c3)c2)CC1 (stereo not given)	16	-13	-1	-4	-2	-2.8	-2	-2.3	-1.5
O=C(Nc1ccccc1F)c1ccccc1-c1ccc(C(F)(F)F)cc1	5	3	-6	1	-3	0.1	-6	·	-2.1
Cc1nc2ccccn2c1CN(C)C(=O)C1CCC(=O)N(CCc2cccc(F)c2)C1 (stereo not given)	-2	8	-11	18	-9	0.3	4	14	-3.5
CCn1cc(CNC(=O)/C=C/c2cnn(C)c2)c(C)n1	-4	-5	-5	3	-4	-0.7	0	·	-3.9
O=Cc1cn(-c2ccccc2)nc1-c1cccc([N+](=O)[O-])c1	2	9	-4	-4	·	·	-2	-0.2	-1.5
CC(=O)CC(=O)Nc1ccc(Cl)cn1	-5	-1	-8	9	-8	3.5	-4	·	-2.6
COc1cccc(CNCc2ccccc2Br)c1OC	3	-6	-4	0	-3	-0.5	?	-1.8	0.1
Cc1ccccc1C(=O)NNC(=S)Nc1cccc(C(F)(F)F)c1	-6	1	3	8	5	·	-6	4.9	-2.8
Nc1nc(COC(=O)C2CC(=O)N(CCc3ccccc3)C2)nc(Nc2ccccc2)n1 (stereo not given)	-1	2	4	-3	0	0.4	0	1.2	-2.7
CN1CCN(c2ccc(/C=C3\C(=O)NC(=S)N(c4cccc(Br)c4)C3=O)o2)CC1	-266	3	1	-4	-34	-3.3	10	·	-2.6
NC(=O)c1ccc(N2CCN(c3ccc(O)cc3)CC2)c([N+](=O)[O-])c1	1	7	-35	-2	-6	2.0	-6	·	-1.0
COc1cc(CN2CCC(C(=O)NC3CCCC3)CC2)cc(Br)c1O	-4	8	0	1	-4	-1.2	-5	-2.6	0.9
CC1(C)CC(NC(=O)c2cc(S(=O)(=O)N3CCOCC3)c(Cl)cc2Cl)CC(C)(C)N1	3	0	-6	3	-1	2.1	?	·	-1.1
CCOC(=O)[C@H](C)N1[C@H](C)[C@H](c2ccccc2)Oc2ccc(Cl)cc2S1(=O)=O	0	8	7	-2	·	·	-6	0.1	-1.6
Cc1onc(-c2ccccc2)c1C(=O)OCC(=O)N(CC(C)C)c1c(N)n(Cc2ccccc2)c(=O)[nH]c1=O	-1	-1	-3	-1	-5	-4.8	6	·	-0.7
CC(C)(C)NC(=O)CSc1nnc(-c2ccco2)n1Cc1ccco1	0	4	5	1	1	2.3	-1	-0.1	-2.0
COc1ccccc1NC(=O)CCC(=O)Nc1nnc(C(F)(F)F)s1	-6	-5	-1	1	-1	-4.2	2	2.2	-2.0
COc1cc(NC(=O)CSc2nnc(C)s2)cc(OC)c1	7	-12	6	0	-3	-0.2	-2	0.0	-2.7
O=C(CCNC(=O)c1ccco1)Nc1ccc(F)c(Cl)c1	-3	1	10	0	-2	-0.1	-22	-1.2	-2.5
COc1cccc(C(=O)OCC(=O)NC(=O)NC2CCCC2)c1O	1	-2	-1	8	8	-0.5	-7	·	12*
CCOC(=O)CNC(=O)c1sc(NC(=O)c2ccccc2)nc1C	1	18	18	-5	0	-1.7	0	-2.1	-0.7
CC1=CCC2C(=O)N(c3cc(C)on3)C(=O)C2C1 (stereo not given)	5	-8	6	0	-1	0.4	0	-1.1	-3.2

Compounds were not picked by outcome; about 4.8% have a hit in one of these screens.
